TcdB GH inh – blocks C. difficile toxin B glycohydrolase activity; P18177; 350,000 tested, 0.24% active; inhibition, % at 9.99 µM; TcdB glycohydrolase enzymatic assay, plate reader; AID 652162; in the data active = inhibition above about 10%
An asterisk follows results filed as active. Only part of the results is shown; rates above refer to the full screens.

SMILES | TcdB GH inh
COc1ccc(C#Cc2ccc3c(c2)[C@]2(C(=O)N3)[C@H](c3ccccc3OCCO)N3[C@H](c4ccccc4)[C@H](c4ccccc4)OC(=O)[C@H]3[C@@H]2C(=O)N2CCN(c3ncccn3)CC2)cc1 | -1.4
COc1ccc2c3c(n(C)c2c1)[C@@H](CO)N(C(=O)C1CC1)CC31CCN(C(=O)C2CCOCC2)CC1 | 0.7
C[C@@H]1CN([C@@H](C)CO)C(=O)c2cc(N(C)C)ccc2O[C@H]1CN(C)S(=O)(=O)c1ccccc1 | -2.3
COc1ccc(CN(C)C[C@H]2OCCCC[C@@H](C)Oc3ccc(NC(=O)Nc4ccc5c(c4)OCO5)cc3C(=O)N([C@H](C)CO)C[C@H]2C)cc1 | -4.2
C[C@@H](NC(=O)[C@H]1[C@H](CO)[C@H]2Cn3c(ccc(C4=CCCCC4)c3=O)[C@H]2N1C)c1ccccc1 | -0.3
CO[C@@H]1CC[C@@H]2CCN(C)C(=O)[C@@H](C)[C@H](OC)CN(C)C(=O)c3cccc(C#N)c3OC[C@@H]1O2 | -0.2
C[C@@H]1CCCCO[C@H](CN(C)S(=O)(=O)c2ccc(F)cc2)[C@H](C)CN([C@@H](C)CO)C(=O)c2cc(NC(=O)CCC(F)(F)F)ccc2O1 | -3.2
C[C@H](CO)N1C[C@H](C)[C@@H](CN(C)Cc2ccncc2)Oc2ccc(NC(=O)Nc3cccc4ccccc34)cc2CC1=O | 1.2
Cc1noc(C)c1NC(=O)N(C)C[C@H]1Oc2ccc(NC(=O)Nc3ccc(C(F)(F)F)cc3)cc2CC(=O)N([C@@H](C)CO)C[C@@H]1C | 0.2
CO[C@H]1CC[C@@H]2CCN(C)C(=O)C[C@@H](c3ccccc3)CN(C)C(=O)c3cccc(C#N)c3OC[C@H]1O2 | 1.4
O=C(NCC[C@@H]1CC[C@H](NS(=O)(=O)c2ccc(F)cc2)[C@@H](CO)O1)c1ccccc1F | 0.7
C[C@@H]1CN([C@@H](C)CO)C(=O)c2cc(C#CCc3ccccc3)cnc2O[C@@H]1CN(C)Cc1ccccc1 | 1.2
CCC(=O)N[C@@H]1C=C[C@@H](CC(=O)NCc2ccc(OC)cc2)O[C@@H]1CO | 2.0
C[C@@H]1CCCCO[C@@H](CN(C)Cc2ccccc2)[C@@H](C)CN([C@@H](C)CO)C(=O)c2cc(NC(=O)Nc3ccc4c(c3)OCO4)ccc2O1 | -0.9
O=S(=O)(c1ccccc1)N1CCCCN2[C@H](CO)[C@H](c3ccc(C#CC4CCCC4)cc3)[C@H]2C1 | 0.6
C[C@@H]1CN([C@@H](C)CO)S(=O)(=O)c2ccc(C3=CCCCC3)cc2O[C@H]1CN(C)Cc1ccncc1 | 0.0
C[C@@H]1CN([C@@H](C)CO)C(=O)c2cccc(NC(=O)NC3CCCCC3)c2O[C@@H]1CN(C)C(=O)Nc1ccc(F)cc1 | 2.0
CCC(=O)N1CC2(CCN(C(=O)Cc3ccccc3)CC2)c2c(n(C)c3cc(OC)ccc23)[C@@H]1CO | -0.1
C[C@@H]1CN([C@@H](C)CO)C(=O)c2cccc(NC(=O)Nc3ccc(C(F)(F)F)cc3)c2O[C@H]1CN(C)CC1CC1 | 1.3
C[C@H](CO)N1C[C@H](C)[C@@H](CN(C)C(=O)Nc2ccc(C(F)(F)F)cc2)OCCCC[C@H](C)Oc2ccc(NC(=O)CCC(F)(F)F)cc2C1=O | 0.1

2 consecutive entries already listed:
SMILES | TcdB GH inh
C[C@@H]1CN([C@@H](C)CO)C(=O)c2cccc(NC(=O)Nc3ccc(C(F)(F)F)cc3)c2O[C@H]1CN(C)CC1CC1 | 1.3
C[C@H](CO)N1C[C@H](C)[C@@H](CN(C)C(=O)Nc2ccc(C(F)(F)F)cc2)OCCCC[C@H](C)Oc2ccc(NC(=O)CCC(F)(F)F)cc2C1=O | 0.1

Carrying on:
SMILES | TcdB GH inh
Cc1ccc(S(=O)(=O)N(C)C[C@@H]2Oc3ccc(NC(=O)C4CC4)cc3CC(=O)N([C@@H](C)CO)C[C@@H]2C)cc1 | 1.3
O=C(C[C@@H]1CC[C@H]2[C@@H](COC[C@H](O)CN2C(=O)Nc2ccc(F)cc2)O1)NC1Cc2ccccc2C1 | 0.7
Cc1cc(C(=O)Nc2cccc3c2O[C@@H](CN(C)Cc2ccc(Oc4ccccc4)cc2)[C@H](C)CN([C@H](C)CO)C3=O)n(C)n1 | 0.8
C[C@@H]1CN([C@@H](C)CO)C(=O)c2cccc(NC(=O)C3CC3)c2O[C@@H]1CN(C)Cc1ccccc1 | 0.6
C[C@@H]1CN([C@@H](C)CO)C(=O)Cc2cc(NC(=O)Nc3cccc4ccccc34)ccc2O[C@H]1CN(C)S(=O)(=O)c1ccccc1 | 1.0
COc1ccc2c3c([nH]c2c1)[C@@H](CO)N(Cc1nccs1)CC31CCN(C(=O)C2CCC2)CC1 | -0.1
CO[C@@H](CN(C)S(=O)(=O)c1cn(C)cn1)[C@H](C)CN(C(=O)Nc1ccc(F)cc1)[C@H](C)CO | 0.0
C[C@H]1CN([C@@H](C)CO)C(=O)Cc2cc(NC(=O)C3CC3)ccc2O[C@H]1CN(C)C(=O)Nc1ccc2c(c1)OCO2 | -0.7
C[C@@H]1CN([C@@H](C)CO)C(=O)c2cc(NC(=O)C3CC3)ccc2O[C@H]1CN(C)Cc1ccc(C(F)(F)F)cc1 | -0.2
O=C1CN(Cc2ccc(F)cc2)C[C@@H]2[C@H](c3ccc(-c4ccccc4)cc3)[C@@H](CO)N12 | -1.0
CC=Cc1ccc2n(c1=O)C[C@@H]1[C@@H](CO)[C@H](C(=O)OC)[C@H]2N1CC1CCCC1 (mixture of isomers) | -0.4
C/C=C/c1ccc([C@@H]2[C@H](CO)N(C(C)=O)C23CN(C(=O)c2cnccn2)C3)cc1 | 0.4
Cc1cc(C(=O)Nc2cccc3c2O[C@H](CN(C)S(C)(=O)=O)[C@@H](C)CN([C@@H](C)CO)C3=O)n(C)n1 | 0.1
CC(C)NC(=O)Nc1ccc2c(c1)CC(=O)N([C@H](C)CO)C[C@@H](C)[C@@H](CN(C)CC1CC1)O2 | 0.4
Cc1cccc(S(=O)(=O)N2CC[C@@H]3[C@H](CO)Nc4ccc(C5=CCCCC5)cc4[C@@H]32)c1 | 0.6
CCCN(C)C[C@H]1OCCCC[C@@H](C)Oc2ccc(NC(=O)Nc3ccc4c(c3)OCO4)cc2C(=O)N([C@H](C)CO)C[C@@H]1C | 0.0
C/C=C/c1ccc2c(c1)O[C@@H](CN(C)C(C)=O)[C@@H](C)CN([C@@H](C)CO)S2(=O)=O | -0.1
CCCNC(=O)C[C@@H]1CC[C@H]2[C@@H](COC[C@@H](O)CN2C(=O)C2CCOCC2)O1 | -0.8
O=C(C[C@@H]1CC[C@H]2[C@@H](COC[C@H](O)CN2C(=O)c2ccccn2)O1)N1CCN(c2ccccc2)CC1 | 1.8
COc1ccc(CN(C)C[C@H]2Oc3ccc(NS(C)(=O)=O)cc3CC(=O)N([C@@H](C)CO)C[C@H]2C)cc1 | -1.0

Overlap with the part before: 5 compounds, followed by the next part.
SMILES | TcdB GH inh
CCCN(C)C[C@H]1OCCCC[C@@H](C)Oc2ccc(NC(=O)Nc3ccc4c(c3)OCO4)cc2C(=O)N([C@H](C)CO)C[C@@H]1C | 0.0
C/C=C/c1ccc2c(c1)O[C@@H](CN(C)C(C)=O)[C@@H](C)CN([C@@H](C)CO)S2(=O)=O | -0.1
CCCNC(=O)C[C@@H]1CC[C@H]2[C@@H](COC[C@@H](O)CN2C(=O)C2CCOCC2)O1 | -0.8
O=C(C[C@@H]1CC[C@H]2[C@@H](COC[C@H](O)CN2C(=O)c2ccccn2)O1)N1CCN(c2ccccc2)CC1 | 1.8
COc1ccc(CN(C)C[C@H]2Oc3ccc(NS(C)(=O)=O)cc3CC(=O)N([C@@H](C)CO)C[C@H]2C)cc1 | -1.0
CC(C)C#Cc1cnc2c(c1)C(=O)N([C@@H](C)CO)C[C@H](C)[C@H](CN(C)C(=O)c1cccnc1)O2 | 0.9
C[C@H]1CN([C@@H](C)CO)S(=O)(=O)c2ccc(C3=CCCC3)cc2O[C@@H]1CN(C)C(=O)Cc1ccncc1 | 0.5
CCCNC(=O)N1C[C@@H](O)COC[C@@H]2O[C@@H](CC(=O)NCc3ccncn3)CC[C@H]21 | 1.3
Cc1ccc(S(=O)(=O)N(C)C[C@@H]2Oc3c(NC(=O)Nc4ccccc4)cccc3C(=O)N([C@H](C)CO)C[C@@H]2C)cc1 | -0.9
COc1ccc(NC(=O)N(C)C[C@@H]2Oc3ccc(NC(=O)Nc4ccccc4)cc3C(=O)N([C@H](C)CO)C[C@@H]2C)cc1 | -1.0
Cc1noc(C)c1S(=O)(=O)Nc1ccc2c(c1)C(=O)N([C@@H](C)CO)C[C@H](C)[C@@H](CN(C)C(=O)C1CCCCC1)OCCCC[C@@H](C)O2 | 1.5
CCCC#Cc1ccc([C@@H]2[C@@H](C#N)N(C(=O)C3CC3)[C@H]2CO)cc1 | -1.3
C[C@H]1CN([C@@H](C)CO)C(=O)c2cc(NC(=O)NC3CCCCC3)ccc2O[C@H]1CN(C)S(=O)(=O)c1ccc(F)cc1 | 1.0
O=C(CCN1CCCCC1)NCC[C@H]1CC[C@H](NC(=O)c2ccc(F)cc2)[C@H](CO)O1 | -1.0
CNC[C@H]1Oc2c(NC(=O)c3nc4ccccc4s3)cccc2C(=O)N([C@@H](C)CO)C[C@H]1C | 0.7
C[C@@H]1CN([C@H](C)CO)C(=O)c2cccc(NS(C)(=O)=O)c2O[C@@H]1CN(C)S(=O)(=O)c1ccccc1 | -3.0
C[C@@H]1CCCCO[C@@H](CN(C)C(=O)NC2CCCCC2)[C@H](C)CN([C@@H](C)CO)C(=O)c2cc(NS(=O)(=O)c3ccccc3)ccc2O1 | 1.2
CCCN(C)C[C@H]1OCCCC[C@@H](C)Oc2ccc(NS(=O)(=O)c3ccc(F)cc3)cc2C(=O)N([C@H](C)CO)C[C@@H]1C | -3.2
C/C=C/c1cnc2c(c1)C(=O)N([C@@H](C)CO)C[C@H](C)[C@H](CN(C)C(=O)NCCC)O2 | -0.3
Cc1ccc(S(=O)(=O)Nc2ccc3c(c2)CC(=O)N([C@H](C)CO)C[C@H](C)[C@H](CN(C)Cc2ccc(Cl)c(Cl)c2)O3)cc1 | -0.9
CN(C)CC#Cc1ccc([C@@H]2[C@H](CO)N3CCCCN(C(=O)C4CCCC4)C[C@@H]23)cc1 | 0.3
C[C@H]1CN([C@@H](C)CO)C(=O)c2ccccc2-c2ccccc2CO[C@@H]1CN(C)Cc1ccccc1C(F)(F)F | -1.8
O=C(C[C@H]1C[C@@H]2c3cc(NC(=O)Cc4ccncc4)ccc3O[C@@H]2[C@H](CO)O1)NCc1ccc(-c2ccccc2)cc1 | 0.4
C/C=C/c1cnc2c(c1)C(=O)N([C@@H](C)CO)C[C@@H](C)[C@@H](CN(C)S(=O)(=O)c1ccc(C)cc1)O2 | 0.3
CCC(=O)Nc1ccc2c(c1)OC[C@@H](C)N(C(=O)CN1CCOCC1)C[C@H](C)[C@H](OC)CN(C)C2=O | -0.3
CN1C(=O)c2cc(NC(=O)C3CC3)ccc2OC[C@H]2O[C@H](CC(=O)NCCN3CCCC3)CC[C@H]21 | -0.3
Cc1cccc(S(=O)(=O)N2C[C@@H]3[C@H](c4ccccc42)[C@@H](CO)N3CC2CCCC2)c1 | -1.0
C[C@@H]1CN([C@@H](C)CO)C(=O)Cc2cc(NC(=O)Cc3ccccc3)ccc2O[C@H]1CN(C)C(=O)NC1CCCCC1 | 0.1
C[C@@H]1CCCCO[C@@H](CN(C)S(=O)(=O)c2cn(C)cn2)[C@@H](C)CN([C@H](C)CO)C(=O)c2cc(NS(=O)(=O)c3ccc(F)cc3)ccc2O1 | -2.0
CCCC(=O)N1CC2(CN(C(=O)Nc3cccc(F)c3)C2)c2c(n(C)c3cc(OC)ccc23)[C@@H]1CO | 1.0
C[C@@H]1CCCCO[C@H](CN(C)Cc2ccncc2)[C@@H](C)CN([C@H](C)CO)C(=O)c2cc(NC(=O)CCCN(C)C)ccc2O1 | -0.1
C[C@H](CO)N1C[C@H](C)[C@H](CN(C)C(=O)c2ccc3c(c2)OCO3)Oc2cc(C#Cc3ccccc3F)ccc2S1(=O)=O | 0.5
O=C(CC1CC1)N1[C@H](CO)[C@@H](c2ccccc2)C12CN(S(=O)(=O)c1ccccc1)C2 | 0.3
C[C@@H]1CN([C@H](C)CO)C(=O)Cc2cc(NC(=O)NC3CCCCC3)ccc2O[C@@H]1CN(C)C(=O)Nc1ccccc1 | -1.0
COc1ccc(S(=O)(=O)N2C[C@H](O)COC[C@H]3O[C@H](CC(=O)NCCN4CCCCC4)CC[C@@H]32)cc1 | 0.1
C[C@H](CO)N1C[C@H](C)[C@H](CN(C)CC2CCCCC2)Oc2c(NS(=O)(=O)c3ccc(Cl)cc3)cccc2C1=O | 0.8
O=C(C[C@@H]1C[C@H]2c3cc(NS(=O)(=O)c4ccccc4)ccc3O[C@H]2[C@H](CO)O1)N1CCCCC1 | 0.4
C[C@H](CO)N1C[C@H](C)[C@H](CN(C)C(=O)Nc2ccc(F)cc2)Oc2ccc(NC(=O)CCCCCC(=O)Nc3ccccc3N)cc2CC1=O | -0.1
CN1c2ccc(-c3ccccc3F)cc2[C@@H]2[C@@H](CCN2S(=O)(=O)c2ccccc2)[C@@H]1CO | -0.2
O=C(C[C@@H]1C[C@H]2c3cc(NC(=O)NC4CCCCC4)ccc3O[C@H]2[C@@H](CO)O1)NCc1cccnc1 | 0.0
C[C@@H](O)C#Cc1ccc2c(c1)O[C@@H](CN(C)Cc1cccnc1)[C@@H](C)CN([C@@H](C)CO)S2(=O)=O | 0.5
CCC(=O)N1CCCCN2[C@H](CO)[C@@H](c3ccc(C#Cc4ccccc4)cc3)[C@@H]2C1 | 0.5
CC(=O)N(C)C[C@@H]1Oc2cc(-c3ccccc3F)ccc2S(=O)(=O)N([C@H](C)CO)C[C@H]1C | 1.8
CC(C)NC(=O)N1[C@H](CO)[C@@H]2c3ccccc3N(C(=O)c3ccncc3)C[C@@H]21 | -1.1

Assay outcomes deposited in PubChem BioAssay by Broad Institute.
